Source: PubChem BioAssay (several laboratories)
Ecoli WT expand: blocks growth of wild type E. coli BW25113. AID 710. growth inhibition, % at 100 µM. 98,000 tested, 0.15% active. OD600 absorbance;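 active = growth inhibition above about 50% at one test dose, limit read from the data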;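 also: growth measured after 20 h incubation at 37 °C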
VCAM1 TNFa inh: reduces TNF alpha induced VCAM1 expression in HUVEC; HUVEC TNFa-induced VCAM-1 immunofluorescence, high-content imaging; 95,000 tested, 0.48% active; inhibition, % at 2 µM;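 active = inhibition above the batch mean plus 3 SD, with images confirmed as a hit by eye, cut at about 37% in these data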;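 also: 0% = TNF-stimulated DMSO wells and 100% = unstimulated control wells; not every result past the cut was called active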
HUVEC tox TNFa: toxic to HUVEC cells under TNF alpha stimulation; HUVEC TNFalpha-stimulated, Hoechst cell count, imaging; cell count reduction, % at 2 µM; 93,000 tested, 0.17% active;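 active = cell count reduction exceeding the screen mean by over 5 SD, scaled to untreated wells per plate, cut at about 78% in these data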;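 also: cells counted after 24 h of TNF alpha exposure following the 1 h pretreatment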
IL1B cytotox: toxic to HUVEC cells under IL-1B stimulation | 94,000 tested, 0.41% active | cell count reduction, % at 2 µM | AID 845 | HUVEC cell count loss, Hoechst imaging, IL-1B stimulated;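 active = cell count reduction more than 3 SD above the screen-wide mean, cut at about 70% in these data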;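 also: normalized per plate to untreated control cells as the no-loss baseline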
F-actin modifier: cytoskeleton assembly modification. HUVEC TNFa F-actin phalloidin imaging, high content. 91,000 tested, 0.18% active. inhibition, % at 2 µM;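 active = inhibition above the batch mean plus 3 SD and confirmed as a hit by visual image inspection, cut at about 30% in these data, passing the limit was not always enough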; also: strong numbers were not always called active
PLK1 PBD inh: inhibitors of human Plk1 polo box domain binding; Plk1 PBD phosphopeptide binding, fluorescence polarization; 97,000 tested, 0.13% active; P53350; inhibition, %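 (tested at about 20 µM)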; in the data active = inhibition above about 34%, passing the limit was not always enough
DAT uptake mod: changed human dopamine transporter uptake under cocaine IC80. AID 449768. B-score at 10 µM. 110,000 tested, 1.3% active. Q01959. LLC-PK1 hDAT cells, [14C]-dopamine uptake with cocaine IC80; actives deviate in either direction;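 active = Z score or B-score, a plate-position-corrected score, falls beyond the plate's 99.7% confidence bounds, in either direction; inactive = both scores lie inside the 99.7% bounds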;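 also: scored against the spread of the other compound wells on the same plate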
PLK1 kinase inh: PLK1 (human) kinase inhibition | P53350 | recombinant PLK1 kinase, TR-FRET peptide phosphorylation | inhibition, % at 10 µM | 97,000 tested, 0.53% active | AID 619;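 active = inhibition of 50% or more in the single-concentration screen; inactive = inhibition below 50%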;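 also: 0% = DMSO max control and 100% = H-89 dihydrochloride min control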
sEH inh: blocks human soluble epoxide hydrolase activity; P34913; recombinant human sEH enzymatic activity assay; inhibition, % at 2 µM; 91,000 tested, 0.34% active; AID 707; in the data active = inhibition above about 80%; also: values of inactives mirror those of a sister screen read the other way; many of its hits are not listed in these tables
Target sequence (P34913 whole entry, looked up): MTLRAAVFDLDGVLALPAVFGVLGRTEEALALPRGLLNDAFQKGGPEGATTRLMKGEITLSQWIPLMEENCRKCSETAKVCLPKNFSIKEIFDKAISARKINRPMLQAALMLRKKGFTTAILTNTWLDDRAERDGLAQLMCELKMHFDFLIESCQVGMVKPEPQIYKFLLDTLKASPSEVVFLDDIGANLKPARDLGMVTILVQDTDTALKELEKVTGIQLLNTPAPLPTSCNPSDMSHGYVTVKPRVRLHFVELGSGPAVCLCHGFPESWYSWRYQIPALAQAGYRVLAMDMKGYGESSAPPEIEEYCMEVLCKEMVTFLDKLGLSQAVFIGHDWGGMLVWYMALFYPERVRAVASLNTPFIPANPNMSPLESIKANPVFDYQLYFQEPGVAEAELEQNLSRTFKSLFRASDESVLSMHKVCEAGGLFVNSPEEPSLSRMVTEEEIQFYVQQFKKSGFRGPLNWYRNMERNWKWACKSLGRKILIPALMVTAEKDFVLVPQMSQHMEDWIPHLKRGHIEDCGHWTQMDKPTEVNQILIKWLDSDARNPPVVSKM
Starred values were filed as active, the others as inactive.

Results for CCOc1ccc(NC(=O)C2CC=CCC2C(=O)O)cc1 (stereo unspecified) ?
Ecoli WT expand: -10; VCAM1 TNFa inh: -2; HUVEC tox TNFa: 0; IL1B cytotox: -11; F-actin modifier: -22; PLK1 PBD inh: 7; DAT uptake mod: -0.99; PLK1 kinase inh: -4; sEH inh: -11

What do the screens show for `COc1ccc(NC(=O)CC2C(=O)N(c3cccc(OC)c3)C(=O)N2CCC(C)C)cc1` (stereo unspecified)?
Ecoli WT expand: -15; VCAM1 TNFa inh: -4; HUVEC tox TNFa: -42; IL1B cytotox: -8; F-actin modifier: 13; PLK1 PBD inh: 18; DAT uptake mod: 0.89; PLK1 kinase inh: -7; sEH inh: -8

How did Cc1nn(C)c(C)c1S(=O)(=O)N1CCC(C(=O)NC2CCCCC2)CC1 do in these assays?
Ecoli WT expand: 5; VCAM1 TNFa inh: -10; HUVEC tox TNFa: 52; IL1B cytotox: 2; F-actin modifier: -6; PLK1 PBD inh: -2; DAT uptake mod: -0.018; PLK1 kinase inh: -11; sEH inh: 39

Results for Cc1ccc2[nH]c3c(c2c1)CN(C(=O)CN1CCN(c2ccccc2F)CC1)CC3 ?
Ecoli WT expand: 4; VCAM1 TNFa inh: 12; HUVEC tox TNFa: -3; IL1B cytotox: -13; F-actin modifier: -14; PLK1 PBD inh: -20; DAT uptake mod: 3.2; PLK1 kinase inh: -11; sEH inh: -7

Results for COc1cc(/C=N\NC(=O)c2sc(N)nc2C)cc(OC)c1OC ?
Ecoli WT expand: 2; VCAM1 TNFa inh: 4; HUVEC tox TNFa: 8; IL1B cytotox: -122; F-actin modifier: 10; PLK1 PBD inh: -10; DAT uptake mod: -0.15; PLK1 kinase inh: -6; sEH inh: 1

Results for COc1ccc(NC(=S)N/N=C2/CCCc3c(C)cc(C)cc32)cc1 ?
Ecoli WT expand: -2; VCAM1 TNFa inh: -2; HUVEC tox TNFa: -24; IL1B cytotox: 14; F-actin modifier: 8; PLK1 PBD inh: 6; DAT uptake mod: -1.1; PLK1 kinase inh: -1; sEH inh: 13

What do the screens show for `CCCSc1nnc(Sc2nnnn2-c2ccccc2)s1`?
Ecoli WT expand: -11; VCAM1 TNFa inh: 30; HUVEC tox TNFa: -24; IL1B cytotox: -36; F-actin modifier: 22; PLK1 PBD inh: -17; PLK1 kinase inh: 9; sEH inh: 10

Results for O=C(c1ccc(O)cc1)c1ccc(C(=O)c2ccc(O)cc2)cc1 ?
Ecoli WT expand: -9; VCAM1 TNFa inh: 3; HUVEC tox TNFa: -6; IL1B cytotox: -2; PLK1 PBD inh: -1; DAT uptake mod: -0.87; PLK1 kinase inh: 0; sEH inh: -4

Results for CCCn1c(CN2CCN(C(=O)c3ccco3)CC2)nc2c1c(=O)n(C)c(=O)n2C ?
Ecoli WT expand: 6; VCAM1 TNFa inh: 9; HUVEC tox TNFa: 2; IL1B cytotox: 19; F-actin modifier: 0; PLK1 PBD inh: -16; DAT uptake mod: -0.0067; PLK1 kinase inh: 2; sEH inh: -12

What do the screens show for `O=C(c1ccc(S(=O)(=O)Nc2ccc(F)cc2)cc1)N1CCN(C(=O)c2ccco2)CC1`?
Ecoli WT expand: -8; VCAM1 TNFa inh: 3; HUVEC tox TNFa: 1; IL1B cytotox: -32; F-actin modifier: 3; PLK1 PBD inh: -27; DAT uptake mod: 0.49; PLK1 kinase inh: -24; sEH inh: 10

What do the screens show for `Oc1ccccc1-c1cc(-c2ccccc2Cl)[nH]n1`?
Ecoli WT expand: 4; VCAM1 TNFa inh: 26; HUVEC tox TNFa: 2; IL1B cytotox: -23; F-actin modifier: 10; PLK1 PBD inh: 11; DAT uptake mod: 0.88; PLK1 kinase inh: -11; sEH inh: 3

What do the screens show for `CCOC(=O)c1sc(C)c2c1NC(C)(c1ccccc1)NC2=O` (stereo unspecified)?
Ecoli WT expand: 4; VCAM1 TNFa inh: 5; HUVEC tox TNFa: 14; IL1B cytotox: -34; F-actin modifier: -6; PLK1 PBD inh: -18; DAT uptake mod: -0.6; PLK1 kinase inh: -12; sEH inh: 9

What do the screens show for `CCOc1ccccc1N1CCN(C(=O)c2ccccc2)CC1`?
Ecoli WT expand: 6; VCAM1 TNFa inh: 8; HUVEC tox TNFa: -9; IL1B cytotox: 4; F-actin modifier: -11; PLK1 PBD inh: -1; DAT uptake mod: -0.039; PLK1 kinase inh: -8; sEH inh: 6

What do the screens show for `Cn1c(C(=O)OC(C(=O)NC2CCCC2)c2cccnc2)cc2sccc21` (stereo unspecified)?
Ecoli WT expand: -2; IL1B cytotox: 22; PLK1 PBD inh: -7; DAT uptake mod: 0.74; PLK1 kinase inh: -2; sEH inh: -16

Results for COc1cc2c(cc1OC)CN(C(=O)c1cccs1)CC2 ?
Ecoli WT expand: 4; VCAM1 TNFa inh: 11; HUVEC tox TNFa: 15; IL1B cytotox: -4; F-actin modifier: -56; PLK1 PBD inh: 7; DAT uptake mod: 0.34; PLK1 kinase inh: 9; sEH inh: 0

How did O=C(NC(=O)c1ccc(Cl)cc1)Nc1cc(N2CCCCC2)ncn1 do in these assays?
VCAM1 TNFa inh: -14; HUVEC tox TNFa: -33; IL1B cytotox: -12; F-actin modifier: 13; PLK1 PBD inh: 22; DAT uptake mod: -2.3; PLK1 kinase inh: -6; sEH inh: 3

What do the screens show for `O=C(CSc1ncnc2ccccc12)NCc1ccco1`?
Ecoli WT expand: 1; VCAM1 TNFa inh: 26; HUVEC tox TNFa: 2; IL1B cytotox: 0; F-actin modifier: -3; PLK1 PBD inh: 10; DAT uptake mod: -0.44; PLK1 kinase inh: -2; sEH inh: 8

What do the screens show for `O=C(C1CCN(S(=O)(=O)c2cccc3cccnc23)CC1)N1CCn2c1nc1ccccc12`?
Ecoli WT expand: -2; VCAM1 TNFa inh: 20; HUVEC tox TNFa: -3; IL1B cytotox: 22; F-actin modifier: -7; PLK1 PBD inh: -7; PLK1 kinase inh: -6; sEH inh: 11

How did Cc1cccc(NC(=O)Nc2cccc(F)c2)n1 do in these assays?
Ecoli WT expand: -2; VCAM1 TNFa inh: -4; HUVEC tox TNFa: -11; IL1B cytotox: 1; PLK1 PBD inh: -12; DAT uptake mod: 2; PLK1 kinase inh: -6; sEH inh: 14

How did C=CCc1c(C)nc(SCc2nc3ccccc3c(=O)[nH]2)[nH]c1=O do in these assays?
Ecoli WT expand: 5; VCAM1 TNFa inh: -16; HUVEC tox TNFa: 0; IL1B cytotox: -12; F-actin modifier: 4; PLK1 PBD inh: 12; DAT uptake mod: 2.1; PLK1 kinase inh: -5; sEH inh: 12

Results for CCCNC1CCS(=O)(=O)C1 (stereo unspecified) ?
Ecoli WT expand: 4; VCAM1 TNFa inh: 7; HUVEC tox TNFa: 7; IL1B cytotox: -2; F-actin modifier: 18; PLK1 PBD inh: 4; DAT uptake mod: -0.62; PLK1 kinase inh: -13; sEH inh: -8

Results for CC(C)C[C@H](NC(=O)NCCc1ccc(Cl)cc1)C(=O)O ?
Ecoli WT expand: -19; VCAM1 TNFa inh: 16; HUVEC tox TNFa: -6; IL1B cytotox: 12; F-actin modifier: -3; PLK1 PBD inh: -15; DAT uptake mod: -1; PLK1 kinase inh: -9; sEH inh: 0

What do the screens show for `CCN(CC)CCNC(=O)c1ccc2c(=O)n(CCc3ccccc3)c(=O)[nH]c2c1`?
Ecoli WT expand: 6; VCAM1 TNFa inh: 22; HUVEC tox TNFa: -11; IL1B cytotox: -31; F-actin modifier: -10; PLK1 PBD inh: -10; DAT uptake mod: 1.2; PLK1 kinase inh: 1

What do the screens show for `COc1ccc(NC(=O)c2ccccc2SC)cc1OC`?
Ecoli WT expand: 5; VCAM1 TNFa inh: -14; HUVEC tox TNFa: -8; IL1B cytotox: -13; F-actin modifier: 4; PLK1 PBD inh: -29; DAT uptake mod: 1.1; PLK1 kinase inh: 0; sEH inh: 5

How did COc1ccc(-n2c(Cc3cccn3C)nnc2SCC(=O)Nc2cccc(C)c2C)cc1 do in these assays?
Ecoli WT expand: 2; VCAM1 TNFa inh: 6; HUVEC tox TNFa: 1; IL1B cytotox: -1; F-actin modifier: -4; PLK1 PBD inh: -4; DAT uptake mod: 1.8; PLK1 kinase inh: -2; sEH inh: 15

How did Cc1ccc(C2C(C#N)=C(N)Oc3c2c(=O)n(C)c(=O)n3C)cc1 (stereo unspecified) do in these assays?
Ecoli WT expand: -3; VCAM1 TNFa inh: 11; HUVEC tox TNFa: -8; IL1B cytotox: -14; F-actin modifier: 15; PLK1 PBD inh: -19; DAT uptake mod: 0.1; PLK1 kinase inh: -14; sEH inh: 0

What do the screens show for `O=C(Cn1cccc1)Nc1ccc(OC(F)(F)F)cc1`?
Ecoli WT expand: 3; VCAM1 TNFa inh: 1; HUVEC tox TNFa: 1; IL1B cytotox: 27; F-actin modifier: -1; PLK1 PBD inh: 1; DAT uptake mod: -0.21; PLK1 kinase inh: -8; sEH inh: 11

How did CN(Cc1nnc(SCC(=O)NCCc2ccccc2)n1C)S(=O)(=O)c1ccccc1 do in these assays?
Ecoli WT expand: 8; VCAM1 TNFa inh: 22; HUVEC tox TNFa: -11; IL1B cytotox: -33; F-actin modifier: 41; PLK1 PBD inh: -2; DAT uptake mod: 1.7; PLK1 kinase inh: -4; sEH inh: -1

How did COc1ccc(CC(=O)NCc2ccc3c(c2)OCO3)cc1 do in these assays?
Ecoli WT expand: 6; VCAM1 TNFa inh: -4; HUVEC tox TNFa: 2; IL1B cytotox: 6; F-actin modifier: -12; PLK1 PBD inh: -3; DAT uptake mod: -0.33; PLK1 kinase inh: -12; sEH inh: -9

How did CCCCCCCC(=O)NNC(=O)c1ccc(F)cc1 do in these assays?
Ecoli WT expand: 7; VCAM1 TNFa inh: -15; HUVEC tox TNFa: 6; IL1B cytotox: 9; F-actin modifier: -9; PLK1 PBD inh: 10; DAT uptake mod: -0.12; PLK1 kinase inh: -16; sEH inh: 8

Results for Cc1ccc2c(c1)CCCN2C(=O)C1CCCO1 (stereo unspecified) ?
Ecoli WT expand: -3; VCAM1 TNFa inh: 0; HUVEC tox TNFa: -18; IL1B cytotox: -16; F-actin modifier: 2; PLK1 PBD inh: 5; DAT uptake mod: -0.96; PLK1 kinase inh: -6; sEH inh: 10

Results for CCOC(=O)COn1c(=O)c(-c2cc3ccccc3o2)[n+]([O-])c2ccccc21 ?
Ecoli WT expand: -5; VCAM1 TNFa inh: -6; HUVEC tox TNFa: 3; IL1B cytotox: 23; F-actin modifier: -2; PLK1 PBD inh: -20; DAT uptake mod: -0.015; PLK1 kinase inh: -10; sEH inh: -8

How did CN1CCN(CC(=O)C23CC4CC(CC(C4)C2)C3)CC1 do in these assays?
Ecoli WT expand: 6; VCAM1 TNFa inh: 5; HUVEC tox TNFa: -13; IL1B cytotox: 2; F-actin modifier: 31; PLK1 PBD inh: -15; DAT uptake mod: -0.75; PLK1 kinase inh: -2

What do the screens show for `CCCC(=O)N1CCN(S(=O)(=O)c2cc(Cl)ccc2OC)CC1`?
Ecoli WT expand: 3; VCAM1 TNFa inh: 5; HUVEC tox TNFa: -24; IL1B cytotox: -37; F-actin modifier: -10; PLK1 PBD inh: 9; DAT uptake mod: 0.28; PLK1 kinase inh: -15

What do the screens show for `CCC(OC(=O)c1nsc(Cl)c1Cl)C(=O)NCc1cccs1` (stereo unspecified)?
IL1B cytotox: -37; PLK1 PBD inh: 2; DAT uptake mod: -1.5; PLK1 kinase inh: -11; sEH inh: 2

Compounds above containing a COOH group, in the order listed:
Results for CCOc1ccc(NC(=O)C2CC=CCC2C(=O)O)cc1 (stereo unspecified) ?
Ecoli WT expand: -10; VCAM1 TNFa inh: -2; HUVEC tox TNFa: 0; IL1B cytotox: -11; F-actin modifier: -22; PLK1 PBD inh: 7; DAT uptake mod: -0.99; PLK1 kinase inh: -4; sEH inh: -11

Results for CC(C)C[C@H](NC(=O)NCCc1ccc(Cl)cc1)C(=O)O ?
Ecoli WT expand: -19; VCAM1 TNFa inh: 16; HUVEC tox TNFa: -6; IL1B cytotox: 12; F-actin modifier: -3; PLK1 PBD inh: -15; DAT uptake mod: -1; PLK1 kinase inh: -9; sEH inh: 0
